Source: PubChem BioAssay
Yfh1-depleted yeast: enhancers of respiration in Yfh1-depleted yeast, dose response, Friedreich's ataxia, plus single-dose screen (AID 1465) | S. cerevisiae Yfh1-off respiration, WST-1 reduction, 72 h; higher fold induction means a stronger effect | fold induction at 50 µM; hits with a dose series show EC50 in µM | 220,000 tested, 0.074% active;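 active = fold induction of absorbance versus untreated yeast above a set limit, then at least 30% activation at any dose in follow-up; inconclusive = repeats straddling the limit, or above it without dose testing; inactive = fold induction below the set limit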;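 note: activators that raise dye reduction in frataxin-depleted yeast; strong numbers were not always called active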
Autophagy mod: alters autophagy in cells; MEF GFP-LC3 puncta imaging; test concentration mostly 10 µM; calls only at 10 µM (by protocol); 190,000 tested, 0.98% active;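 active = percentage of spot-positive cells more than 3 SD above its plate mean, without a fluorescence outlier flag or 80% toxicity; inconclusive = no clear call, values can overlap the other calls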;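 note: spot-positive cell cutoff set from DMSO-treated cells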
NOD1 inhibition: NOD1 signaling inhibitors, primary screen, cell-based, luminescence, uHTS (AID 1578); NOD1-driven NF-kB luciferase reporter cells, luminescence; higher % means a stronger effect; one-dose inhibition, % at 4 µM; EC50 in µM for titrated hits; 290,000 tested, 1% active; in the data active = inhibition mostly above about 36%, no sharp cut-off; inactive = mostly below about 34%;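 note: HEK-293T reporter cells stimulated with the NOD1 agonist gamma-tri-DAP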
NOD2 inhibition: inhibition of NOD2-driven NF-kB reporter – cell-based, luminescence, uHTS, HEK293 (AID 1566). HEK293 NOD2/NF-kB luciferase reporter, luminescence; higher % means a stronger effect. inhibition, % at 4 µM, or EC50 in µM where a hit was titrated. 290,000 tested, 0.63% active; in the data active = inhibition above about 50%; note: many of its hits are not listed in these tables
b-catenin transl: alters nuclear translocation of beta-catenin in HeLa cells; immunofluorescence imaging; nuclear translocation activity, % at 5 µM; 190,000 tested, 0.3% active;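 active = nuclear translocation activity above 50% at 5 µM, with a well cell count of 50 or more; inconclusive = wells under 50 cells across six images, flagged as toxic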;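 note: per-cell ratio of nuclear to cytoplasmic median beta-catenin stain intensity; plate controls were DMSO negative control for no effect and GSK-3 inhibitor IX positive control for full effect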
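Test system: human HeLa cells, native beta-catenin. Compound dosing: 5 µM primary single dose, 0.1% DMSO, 0.02–20 µM confirmation series. Incubation: compound exposure 24 h at 37°C. Detection: beta-catenin immunostaining with DAPI counterstain, 20x imaging, 6 fields/well. Read-out basis: Nuclear/cytoplasmic beta-catenin signal ratio, % activation.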
Dynein transport: dynein cargo transport inhibition; 3617.4 mouse cells, GR-EGFP nuclear translocation imaging; test concentration mostly 20 µM; stimulated with dexamethasone, 1 µM; active compounds read low; z-score, hits read low; 220,000 tested, 0.47% active; AID 1381;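 active = plate z-score of nuclear minus cytoplasmic receptor signal below a set negative limit, without overly bright fluorescence or cell loss, cut at about -3.5 in these data, passing the limit was not always enough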;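 note: z-score of nuclear minus cytoplasmic ring GR-EGFP intensity difference per well; some compounds called inactive have numbers as strong as hits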
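Buffer or medium: Induction medium lacking tetracycline, stripped serum | Also added: Dexamethasone agonist, 1.0 µM final, for 30 min | Timing: 48 h induction, 1 h compound, 30 min dex at 37 °C | Detection: Formaldehyde fixation, Hoechst nuclear stain, 10x automated fluorescence imaging | Measure: Nuclear versus cytoplasmic GR-EGFP signal, averaged per well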
M17LAP inhibition: P. falciparum M17LAP inhibitors, primary screen, biochemical, fluorogenic H-Leu-NHMec substrate, 1536-well (AID 1619); recombinant M17LAP, H-Leu-NHMec fluorogenic kinetic assay; higher % means a stronger effect; one-dose inhibition, % at 30 µM; IC50 in µM for titrated hits; 220,000 tested, 0.38% active;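 active = compound inhibiting the enzyme by more than half at any dose during confirmatory dose-response retesting; inconclusive = strong single-dose inhibitors picked by rank but not retested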;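 note: plate controls were full reaction with DMSO carrier for no effect and no enzyme background for full effect; strong numbers were not always called active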
Insulin prom up: MIN6 insulin promoter up-regulation; MIN6 insulin promoter-GFP reporter, high-content imaging; active compounds read high; z-score at 5 µM; 190,000 tested, 0.3% active;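 active = z-score above 3 at 5 µM with at least 500 cells counted in the well; inconclusive = wells under 500 cells, flagged as cytotoxic or low count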
MT stabilize HCS: microtubule stabilization, imaging screen; HeLa tubulin immunostaining HCS, 24 h; share of cells brighter than vehicle mean+2SD; % tubulin-high responders, % at 10 µM; 200,000 tested, 0.83% active;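 active = plate Z-score above 3 for both tubulin-high and condensed-nucleus cell shares, with cell loss under 80%, at 10 µM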;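 note: anti alpha tubulin signal scored within the nucleus-defined area of each cell; some results filed as inactive read as strong as hits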
Dynein transport cytoplasmic EGFP: recorded beside Dynein transport, whose call it bears; z-score; measured here: cytoplasmic GR-EGFP intensity; active compounds read high
Dynein transport nuclear GR-EGFP: also measured in Dynein transport; calls as there; z-score; measured here: nuclear GR-EGFP intensity;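 lower value marks the stronger effect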
Dynein transport cell count: second read-out of Dynein transport, no call of its own (marks repeat the call); z-score; measured here: cell count per field
Insulin prom up cell count: further read-out of Insulin prom up, marked with its call; cell count; measured here: cytotoxicity, nuclei count;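 total cells summed across four imaged fields per well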
b-catenin transl cell count 5 µM: further read-out of b-catenin transl, marked with its call; cell count; measured here: cell count, cytotoxicity flag
MT stabilize HCS Hoechst-high %: recorded beside MT stabilize HCS, whose call it bears; % Hoechst-high responders; measured here: nuclear condensation Hoechst responders;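 share of cells brighter than vehicle mean plus two SD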
MT stabilize HCS cytotoxicity %: recorded beside MT stabilize HCS, whose call it bears; toxicity, %; measured here: cytotoxicity by cell density;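 0% = mean cell density of plate MIN control wells and 100% = no cells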
Autophagy mod cell loss 18 h: second read-out of Autophagy mod, no call of its own (marks repeat the call); toxicity, %; measured here: cell loss, nuclei count;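 cell loss after 18 h compound exposure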
The depositor's hits bear a star; i = inactive; ? = inconclusive; . = not tested or not shown.

SMILES	Yfh1-depleted yeast	Autophagy mod	Autophagy mod cell loss 18 h	NOD1 inhibition	NOD2 inhibition	b-catenin transl	b-catenin transl cell count 5 µM	Dynein transport	Dynein transport cytoplasmic EGFP	Dynein transport nuclear GR-EGFP	Dynein transport cell count	M17LAP inhibition	Insulin prom up	Insulin prom up cell count	MT stabilize HCS	MT stabilize HCS Hoechst-high %	MT stabilize HCS cytotoxicity %
COc1ccc(-c2cn(/N=C/c3ccc(Cl)cc3Cl)c(N)n2)cc1	i	i	-7	25%	20%	.	.	-0.79	-0.24	-0.21	0.66	2%	-1	798	1.6	0.4	6.2
CC(=O)c1ccc(NC(=O)c2ccc(CNc3c(N4CCOCC4)c(=O)c3=O)cc2)cc1	i	.	.	5%	24%	1.5	1365	0.72	-0.2	0.89	-1.7	5%	1.6	904	.	.	.
CC(C)(C)c1cc(NC(=O)c2ccco2)n(-c2ccccc2)n1	i	i	-3	13%	12%	0.7	1107	-0.34	-0.33	-0.21	0.49	-8%	0.05	1270	3.1	2.6	1.6
CCCCN(CC)Cc1ccc(CNC(=O)Nc2ccc(F)cc2)o1	i	i	0	3%	6%	.	.	-0.13	-0.26	0.13	0.73	6%	.	.	1.0	1.8	5.8
COc1ccc(C/C(N)=N/OC(=O)c2cccs2)cc1	i	i	-33	2%	-14%	0.1	1121	-0.74	-0.28	-0.29	0.47	-7%	0.65	1262	5.9	1.9	5.9
COC(=O)[C@H](CCSC)NC(=O)c1cccnc1SC	i	.	.	5%	14%	1.9	1238	0.19	-0.22	-0.17	0.048	2%	-1.1	1469	.	.	.
Cc1ccc(S(=O)(=O)NCCc2nnc3ccc(SCC(=O)Nc4nc(C)cs4)nn23)cc1	i	i	0	-11%	14%	-1.9	528	-0.79	0.27	-0.64	0.55	23%	0.37	1370	2.3	1.5	9.8
CC(=O)N/C(=C\c1ccccc1)C(=O)OCC(=O)N1CCCCCC1	i	i	-16	-4%	17%	0.3	988	0.7	-0.14	0.71	-0.87	15%	-0.42	1377	2.1	2.9	7.1
O=C(NCCC1=CCCCC1)C1CCN(S(=O)(=O)c2ccc(-n3cnnn3)cc2)CC1	i	i	15	10%	3%	2.7	1372	-0.68	-0.096	-0.21	2	-4%	-0.35	1345	2.3	2.1	8.0
CC(C)Oc1ccccc1OCCCCn1cnc2ccccc2c1=O	i	i	-4	-16%	14%	0.2	1452	-0.84	-0.3	-0.039	0.72	-1%	-0.12	1378	3.5	3.2	9.1
CN(Cc1ccc2nsnc2c1)Cc1nc(Cc2cccc(F)c2)no1	i	i	10	-39%	12%	-2.3	1024	-0.47	-0.03	-0.39	0.53	6%	1.4	1466	5.1	2.1	0.3
CC1=NN(c2ccccc2)C(=O)C1C(=O)C(=O)Nc1ccc(F)cc1 (stereo not given)	i	i	5	-29%	-35%	1.2	1059	0.084	-0.25	0.17	0.53	-2%	-0.5	1093	3.2	1.7	7.8
Cc1cccc(N(C(=O)CNC(=O)c2ccco2)C(C(=O)NCC2CCCO2)c2ccccc2)c1 (stereo not given)	i	i	-3	-21%	-5%	-0.3	930	-0.19	-0.34	0.13	0.42	14%	-0.84	1673	2.0	1.7	8.2
CCOC(=O)c1c(NC(=S)Nc2ccc(OCC)cc2)sc2c1CCN(C)C2	i	.	.	-8%	-6%	-3.2	1176	-0.17	-0.17	-0.25	0.33	8%	.	.	.	.	.
O=C(CN(c1ccc2c(c1)OCCO2)S(=O)(=O)c1ccccc1)N1CCN(Cc2ccccc2)CC1	i	i	22	-7%	-1%	-2.1	952	0.97	-0.3	0.6	-0.41	1%	0.21	1432	3.1	2.2	0.4
CC(C)CCNC(=S)Nc1ccccn1	i	i	-12	-11%	8%	-3.9	556	0.14	-0.2	0.16	0.39	-13%	0.33	1114	3.7	2.4	11
COc1ccc(NS(=O)(=O)c2cccc(NC(=O)CNC(C)=O)c2)cc1	i	.	.	5%	8%	-0.7	1404	1.4	-0.61	0.41	-1.8	10%	-0.33	940	.	.	.
Cc1cc(N2CCN(C(=O)OC(C)(C)C)CC2)n2ncnc2n1	i	i	21	6%	-4%	-0.9	1208	0.3	-0.36	0.3	-0.24	-1%	0.28	998	11	2.4	8.2
Cc1cc(C)c(NC(=O)CN2CCOCCOCCOCCOCC2)c(C)c1	i	i	16	.	.	.	.	-0.37	-0.23	-0.23	1.4	0%	.	.	3.5	2.1	5.8
O=C(OCc1ccc(Br)cc1)c1ccncc1	i	i	24	-30%	-11%	-1.3	1031	0.58	-0.22	0.15	-0.46	3%	0.01	1420	2.9	2.1	5.1
CN(C)NC(=S)Nc1cccc(Cl)c1	i	.	.	-1%	23%	-1.3	1345	0.31	-0.24	0.0097	-0.06	-6%	-0.11	1423	.	.	.
Cc1c(NS(=O)(=O)c2ccc3c(c2)n(C)c(=O)n3C)c(=O)n(-c2ccccc2)n1C	i	i	-14	-16%	1%	0.5	1208	-0.0089	-0.23	-0.15	0.5	2%	-0.79	1206	4.1	2.6	4.0
CC(=O)Nc1cccc(NC(=O)CCn2c(=O)sc3ccccc32)c1	i	i	0	-10%	2%	.	.	-0.2	-0.29	0.5	-0.21	7%	0.3	1198	2.1	1.0	0.2
COc1ccc(-c2csc(N3N=C(C)C(C)C3=O)n2)cc1 (stereo not given)	i	i	9	-68%	-123%	-0.4	1106	-0.41	-0.19	-0.59	-0.048	19%	-0.15	1187	3.3	3.3	1.5
O=c1[nH]cnc2scc(-c3ccc(-c4ccccc4)cc3)c12	i	i	-9	-27%	-47%	.	.	0.013	0.12	0.35	0.009	-3%	-1	957	2.3	1.4	4.9
O=C(CCC1COc2ccccc2O1)NCc1ccccc1 (stereo not given)	i	i	2	-28%	-6%	.	.	0.83	0.3	0.91	-0.72	6%	.	.	2.5	1.3	6.3
Cc1cc(F)ccc1NC(=O)c1cnccn1	i	i	-4	29%	21%	-1.3	1129	0.56	-0.37	0.3	-0.23	10%	1.1	1156	1.8	1.4	1.2
CCOC(=O)Cn1cnc2c(nnn2-c2ccc(C)cc2)c1=O	i	i	5	-28%	12%	0.0	850	-0.26	-0.36	0.28	0.22	-2%	0.17	1583	3.1	2.2	0.0
Cc1ccc2nc(-c3sc4nc(C)ccc4c3N)[nH]c2c1	i	i	9	-67%	-164%	1.6	1078	4.2	0.75	2.2	-1.5	-7%	.	.	5.0	2.0	1.8
CN1CCC(=NNC(=O)C(=O)NC2CCCCC2)CC1	i	i	-8	-21%	9%	.	.	-0.19	0.016	0.12	-0.27	6%	0.95	874	2.3	1.2	8.6
CCC(Sc1ccc2nnc(-c3cccnc3)n2n1)C(=O)O (stereo not given)	i	i	-4	-2%	5%	-0.9	1127	-0.86	-0.24	-0.36	1.3	10%	0.75	1852	1.4	1.5	8.2
CC(C)(C)NC(=O)NC(=O)CSc1nnc(COc2ccccc2Cl)o1	i	i	3	-31%	-17%	3.8	968	0.87	0.07	0.56	-0.42	13%	.	.	1.1	1.6	11
COc1ccc(C)cc1NC(=O)CSc1ccc(Cl)cc1	i	i	-42	-3%	7%	-1.1	952	-0.61	-0.26	0.51	0.53	-2%	.	.	3.4	2.7	9.5
CCNC(=S)N1N=C2c3ccccc3CCC2C1c1ccc(F)cc1 (stereo not given)	i	.	.	16%	-8%	-0.6	1223	0.33	-0.28	0.1	-0.54	-3%	-0.87	976	.	.	.
Cc1cc2c(cc1C)NC(c1cccnc1)C1=C(CC(C)(C)CC1=O)N2 (stereo not given)	i	i	-5	-14%	13%	-0.1	1173	-0.15	-0.22	0.082	-0.29	19%	0.39	1177	2.0	1.6	5.1
O=C1OC(c2cccs2)=N/C1=C\c1ccc(-c2ccccc2Cl)o1	i	i	13	-5%	5%	?	.	0.28	-0.0062	-0.12	-1.6	24%	0.24	1870	3.7	1.2	4.9
COc1ccc(CNCCC(c2ccc(OC(C)C)cc2)C(C)C)cc1OC (stereo not given)	i	i	17	4%	20%	-0.9	1262	-1.1	-0.2	0.12	-0.11	4%	-1.1	1346	3.2	2.1	1.4
CC(C)[C@H](NC(N)=O)C(=O)Nc1cccc(S(=O)(=O)N2CCOCC2)c1	i	i	-7	-28%	10%	-5.9	1139	0.37	-0.05	0.75	-1.4	-15%	0.37	1532	3.0	1.6	11
CCOc1ccc(OCC(=O)N2CCOCC2)cc1	i	i	1	-17%	-13%	3.0	1160	-1.1	-0.23	-0.52	-0.12	3%	0.48	1350	1.9	1.7	7.4
Cc1cc(C(=O)CSc2nnnn2C)c(C)n1-c1cccc(F)c1	i	i	0	-88%	-87%	-3.0	951	-1.1	-0.16	-0.57	1.1	-5%	-1.2	996	3.3	4.0	11
N#Cc1nc(-c2ccccc2)oc1NCc1ccco1	i	i	8	-20%	-4%	-0.8	1116	-0.5	-0.12	-0.26	-0.051	-5%	0.07	1994	1.9	4.7	11

These rows are one share of the data. The share of hits here may be higher or lower than overall.
